GLP-1R inv ag: inverse agonists of human GLP-1 receptor; P43220; HEK293 GLP-1R CRE-luciferase, luminescence, 24 h; GLP-1R form is constitutively active; Potency, µM (highest dose often 38.3 µM), without a hit: at the top dose activity change, negative = inhibition, actives largely listed as inhibitors; hit rate 1.6% among 410,000; AID 624417; also: potency is read from the fitted curve at half-maximal effect; % is scaled to controls: 0 for no effect and ±100 for the full control effect; nearly all actives have a fitted effect of over 55% in size
Target sequence (P43220 whole entry, looked up): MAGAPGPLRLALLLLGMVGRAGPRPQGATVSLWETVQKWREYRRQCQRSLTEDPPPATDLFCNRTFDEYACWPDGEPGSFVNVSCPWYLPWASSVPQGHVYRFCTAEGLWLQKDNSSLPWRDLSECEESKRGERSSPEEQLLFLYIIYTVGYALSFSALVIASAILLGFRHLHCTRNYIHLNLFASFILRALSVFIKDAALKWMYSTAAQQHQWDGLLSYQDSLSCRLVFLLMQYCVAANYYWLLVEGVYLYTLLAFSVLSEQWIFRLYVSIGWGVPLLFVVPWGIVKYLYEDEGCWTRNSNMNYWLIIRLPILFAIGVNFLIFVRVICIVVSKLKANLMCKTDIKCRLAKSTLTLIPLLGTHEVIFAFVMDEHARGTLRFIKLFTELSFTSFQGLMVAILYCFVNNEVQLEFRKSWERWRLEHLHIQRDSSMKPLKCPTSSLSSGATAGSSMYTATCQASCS
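Cells are plated, allowed 12 hours at 37 deg C, then treated with compounds for 24 hr before luciferase detection reagent is added and luminescence is read after 12 min at room temperature. The HEK293 line carries constitutively active GLP-1R with a cAMP-responsive reporter.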
GLP1R cytotox: cytotoxic in the GLP-1 receptor inverse agonist counter-screen; Potency, µM (highest dose often 38.3 µM), inactives show at the highest dose activity change, negative = inhibition, most hits filed as inhibitors; AID 624418; hit rate 0.13% among 410,000; HEK293 cAMP-luciferase reporter cells, luminescence, 24 h;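 also: loss of luciferase light is scored as toxicity; potency is read from the fitted curve at half-maximal effect; % is scaled to controls: 0 for no effect and ±100 for the full control effect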
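To flag toxic compounds, the library was rerun on cells for 24 hr at 37 deg C and 5% CO2. Viability-linked luminescence was captured 12 min after adding luciferase detection reagent.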
TDP43 rescue: TDP-43 toxicity inhibition in yeast. AID 652104. TDP-43 expressing yeast growth rescue, BacTiter-Glo, 24 h. Potency, µM (doses to about 46.1 µM), for the others: at the highest dose growth rescue (activation), most hits filed as activators. hit rate 1.8% among 410,000; also: potency is read from the fitted curve at half-maximal effect; % of control where 0% means no effect; nearly all actives have a fitted effect of over 50% in size
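In this qHTS, compounds that restore growth of yeast expressing TDP-43 appear as activators. Cells (OD600=0.02, galactose medium, raffinose-pregrown) are incubated with compound 24 hr at 30 deg C and growth is quantified by BacTiter-Glo.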
GLP1R ag: activates the human GLP-1 receptor; P43220; HEK293 GLP-1R CRE-luciferase, luminescence, 4-6 h; cells express a hypersensitive GLP-1R form; Potency, µM (doses to about 45.6 µM), for inactives: at the top dose activation, actives largely listed as activators; hit rate 0.007% among 380,000; also: potency is read from the fitted curve at half-maximal effect; % of control where 0% means no effect
aSyn rescue: rescues yeast growth from alpha-synuclein toxicity; Yeast expressing alpha-synuclein, growth rescue, BacTiter-Glo, 24 h; Potency, µM (top dose mostly 46.1 µM), without a hit: at the highest dose growth rescue (activation), hits mostly activators; hit rate 0.14% among 370,000; AID 652106; also: potency is read from the fitted curve at half-maximal effect; % of control where 0% means no effect; nearly all actives have a fitted effect of over 65% in size
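Readout is rescue of growth in alpha-synuclein-expressing yeast, so inhibitors of toxicity appear as activators. Growth after 24 hr at 30 deg C in galactose medium is quantified by luminescence.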
D3 antag: antagonists of human D3 dopamine receptor | D3R cells, DiscoveRx beta-arrestin luminescence, antagonist mode; active compounds read low | P35462 | max response, negative = inhibition, % | hit rate 2.5% among 360,000; in the data active = max response below about -50%; inconclusive = no clear call, values can overlap the other calls; also: % is scaled to controls: 0 for no effect and ±100 for the full control effect; mostly tested at two doses, the higher about 12 µM
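Cells expressing the human receptor were seeded at 1500 cells/well, incubated overnight at 37 degrees C in 5% CO2, then exposed to library compounds with dopamine controls for 90 minutes at 37 degrees C before luminescent detection.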
D3 ag: agonists of human D3 dopamine receptor | P35462 | D3R DiscoveRx beta-arrestin cells, luminescence, 90 min | max activation, % | hit rate 0.58% among 410,000 | AID 652048; in the data active = max activation above about 30%; also: 0% is about no effect; mostly tested at two doses, the higher about 12 µM
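Agonist-mode cell screen: cells plated at 1500/well and incubated overnight at 37 °C, then exposed to library compounds for 90 min at 37 °C. Detection reagent was added for 30–60 min at room temperature, and luminescence was read.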
PTHR1 ag: activates the human parathyroid hormone receptor PTHR1; Potency, µM (top dose mostly 115 µM), for inactives: at the top dose activation, actives largely listed as activators; Q03431; hit rate 0.075% among 410,000; HEK293 GP2 PTHR1 cells, GloSensor cAMP luminescence, 1 h; also: potency is read from the fitted curve at half-maximal effect; nearly all actives have a fitted effect of over 55% in size; some results filed as inactive show a strong effect at the top dose; inactives centre near -15; many of its hits are not listed in these tables
Target sequence (Q03431 whole entry, looked up): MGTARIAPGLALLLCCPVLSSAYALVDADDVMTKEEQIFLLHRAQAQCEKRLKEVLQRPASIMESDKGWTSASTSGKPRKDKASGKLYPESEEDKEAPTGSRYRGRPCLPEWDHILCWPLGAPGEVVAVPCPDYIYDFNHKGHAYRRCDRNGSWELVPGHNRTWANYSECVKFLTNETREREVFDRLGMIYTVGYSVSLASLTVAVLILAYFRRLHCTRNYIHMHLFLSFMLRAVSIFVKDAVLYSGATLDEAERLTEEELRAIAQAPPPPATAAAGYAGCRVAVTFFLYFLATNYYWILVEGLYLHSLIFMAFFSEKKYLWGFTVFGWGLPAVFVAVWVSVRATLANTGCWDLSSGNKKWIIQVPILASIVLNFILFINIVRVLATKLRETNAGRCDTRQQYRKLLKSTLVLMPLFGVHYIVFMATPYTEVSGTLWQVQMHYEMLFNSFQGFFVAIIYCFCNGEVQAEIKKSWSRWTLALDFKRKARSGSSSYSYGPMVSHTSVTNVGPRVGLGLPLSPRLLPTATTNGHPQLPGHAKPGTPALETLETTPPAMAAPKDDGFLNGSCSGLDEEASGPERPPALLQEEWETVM
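HEK-293-derived GP2 cells expressing PTHR1 and a GloSensor cAMP reporter, 3,000/well, plated overnight, given luciferin plus IBMX (each 0.5 mM as added) for 1 h at 37 °C, then compound for 1 h at 37 °C. Luminescence was read after 15 min at room temperature.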
KB-V1 cytotox: KB-V1 MDR subline cytotoxicity. hit rate 3.4% among 400,000. KB-V1 MDR cells viability, CellTiter-Glo, 72 h. Potency, µM (series often up to 46.1 µM), without a hit: at the top dose activity change, negative = cytotoxicity, hits mostly cytotoxic; also: potency is read from the fitted curve at half-maximal effect; % is scaled to controls: 0 for no effect and ±100 for the full control effect; nearly all actives have a fitted effect of over 60% in size
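Compound-treated KB-V1 multidrug-resistant cells, 72 h, 37 degrees C; viability by CellTiter-Glo. Fitted qHTS curves give the values.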
* = called active by the depositor; i = inactive; ? = inconclusive; / = no result given; & = joins results of further samples; [ ] = another dose, or the depositor's remark. Unless noted, calls follow the shape of the dose curve; as a rule, active = well fitted curve in the direction sought with a large enough effect; inconclusive = small, poorly fitted or top-dose-only effect, or another doubt; inactive = no such curve, though single readings can be large; an effect the other way counts as inactive or inconclusive. A portion of the library; rates above refer to the full screens.

Molecule | GLP-1R inv ag | GLP1R cytotox | TDP43 rescue | GLP1R ag | aSyn rescue | D3 antag | D3 ag | PTHR1 ag | KB-V1 cytotox
COc1ccc(/C=C(/NC(=O)c2cccc([N+](=O)[O-])c2)C(=O)O)cc1 | 13% | -13% | -1% | -3% | 2% | -1 | 2 | i | ?
O=C(CSc1ccc(-c2ccc3c(c2)OCO3)nn1)Nc1nccs1 | -9% | 0% | 21%[9.22 µM] | 1% | 1% | 9 | -1 | i | -18%
O=C(Nc1ccc(Br)cc1)c1cc2nc(-c3ccccc3)cc(-c3ccccc3)n2n1 | 8% | -5% | 11% | / | / | / | 2 | -18% | 0%
CCN1C(=O)N[C@@H](c2cccs2)C(C(=O)OC)=C1C | -6% | -14% | 12% | 7% | -3% | 11 | 9 | i | 2%
CCc1ccc(NC(=O)C(C)OC(=O)c2ccc(-n3cnnn3)cc2)cc1 (stereo not given) | ? | -14% | 1% | 16% | -4% | 0 | -1 | i | -2%
Cc1ccc2c(NC(=O)c3ccc(Br)o3)cccc2n1 | 20% | -3% | 9% | 9% | -2% | -18 | -1 | -33%[inhibitor] | -3%
CCOc1ccc2[nH]c3c(N4CCN(c5ccccn5)CC4)ncnc3c2c1 | ? | ? | -1% | -17% | 0% | 33 | 28 | ? | -15%
O=C(Nc1ccnn1C1CCN(Cc2cccc(OCCO)c2)CC1)C1CCCC1 | 6% | 5% | -3% | -5% | 0% | 7 | -3 | -23% | 12%
CCN1CCN(c2ccc(NS(=O)(=O)c3c(C)nc4sccn4c3=O)cc2Cl)CC1 | -14% | -2% | 2% | / | / | / | -26 | -33%[inhibitor] | /
COc1ccc(-c2sc(Nc3ccccc3)n[n+]2-c2ccc(F)cc2)c(OC)c1OC | 9% | 8% | ? | -1% | -8% | -18 | 3 | -6% | 1%
O=C(NC1CCCC1)c1cccc(S(=O)(=O)N2CCOCC2)c1 | 4% | 2% | 13% | 0% | 3% | 14 | 2 | -37% | -6%
CC1(C)Cc2ccccc2-c2nnc(-c3ccco3)n21 | -2% | -4% | 24% | -5% | -2% | -52* | -6 | -23% | -13%
CCS(=O)(=O)N1CCC(N2CCN(c3ccccc3)CC2)CC1 | -1% | 0% | 9% | 12% | 3% | 1 | 65* | -14% | 13%
CCOc1ccc(N(C(=O)c2ccc(Cl)cc2)S(=O)(=O)c2ccc3c(c2)n(C)c(=O)n3C)cc1 | 7% | 0% | 9% | / | / | / | -3 | -19% | 1%
CC1(C)Cc2nc3oc4c(=O)n(CC(=O)Nc5ccc(Cl)cc5)cnc4c3cc2CO1 | 2% | 6% | 9% | 3% | -4% | -1 | 7 | -15% | 4%
COc1cc(C=C(C(C)=O)C(C)=O)ccc1O | -2% | -16% | 17% | 1% | 2% | 0 | -1 | -74%[inhibitor] | 3%
CC1(Cc2cccc(F)c2)C(=O)Nc2ccc(OC(F)(F)F)cc21 (stereo not given) | ? | 4% | 0% | -1% | 18% | 20 | 7 | -10% | 5%
O=C(Cn1nnc(-c2ccc3c(c2)OCO3)n1)N1CCOCC1 | 18% | 13% | 15% | 2% | 8% | -28 | -7 | i | ?
C=CCn1c(CCCNC(=O)c2ccccc2OC)nc2ccccc21 | 6% | 0% | 15% | 20% | 1% | -12 | -13 | i | ?
CCOC(=O)c1c(N)sc2c1CCC1C(=O)N(C3CCCCC3)C(=O)C21 (stereo not given) | -30% | 60%[activator] | -15% | -2% | 0% | 12 | 1 | -11%[57.5 µM] | ?
COc1ccc(-n2nc(C(=O)NCC(=O)NCc3ccco3)c3ccccc3c2=O)cc1Cl | 0% | ? | 22% | 5% | 5% | 24 | -4 | i | 5.8µM*
COC(=O)c1sc2nc(-c3ccco3)ccc2c1N | 8% | 71%[activator] | 20% | 1% | -11% | -14 | -9 | -28% | -17%
O=C1NCCN1C(=O)c1cccc(Cl)c1 | 5% | -1% | 1% | -11% | -8% | 0 | 0 | i | 6%
Cc1ccc(S(=O)(=O)N/N=C/c2ccc(OCC(=O)N3CCOCC3)cc2)cc1 | ? | -4% | 3% | 2% | 7% | 14 | -2 | i | -1%
N#CCc1ccc(NC(=O)c2ccc(S(=O)(=O)N3CCOCC3)cc2)cc1 | 2% | 0% | 23% | -1% | 0% | 9 | 17 | -25% | /
COc1cc(-c2nnn(CC(=O)NCc3ccccc3)n2)cc(OC)c1OC | 8%&-1% | -4%&-12% | ? | 9% | 2% | 3 | 1&10 | -5%&-87% | ?
CC(=O)OC1CCC2(C)C(=CCC3C4CC(=O)N(O)C(=O)C4(C)CCC32)C1 (stereo not given) | 3% | 6% | ? | 11% | 14% | 14 | 5 | i | -2%
CCCN1C(=O)C(O)(CC(=O)c2ccc(OC)c(OC)c2)c2ccccc21 (stereo not given) | 13% | 3% | 17% | / | / | / | 1 | -2% | /
O=C(Cc1ncon1)Nc1ccc(F)c(F)c1F | 16% | -8% | 0% | 3% | 1% | -15 | 3 | -15% | -6%
O=C(NC(=S)Nc1cnc2ccccc2c1)c1ccccc1 | ? | ? | 16% | -3% | -8% | 0 | -11 | -27% | 7%
Cc1ccc(CCNC(=O)C2CCCN2S(=O)(=O)c2ccc3c(c2)CCC(=O)N3)cc1 (stereo not given) | 4% | -1% | -4% | -2% | 2% | 0 | -6 | i | -1%
CCOc1cc(Br)c(Br)c(C=Nc2ccc(NC(C)=O)cc2)c1O | -13% | -7% | ? | -1% | -1% | -100* | 3 | i | 2%
NS(=O)(=O)c1cccc(NC(=O)CSc2ncc(C(F)(F)F)cc2Cl)c1 | -2% | 9% | -11% | 1% | -2% | -20 | -1 | -75% | 16%
CCc1ccc(NC(=S)N2CCCCCCC2)cc1 | ? | ? | 25% | 9% | -4% | 4 | 1 | -17% | -6%
CC(CCC(=O)O)(c1ccc(O)cc1)c1ccc(O)cc1 | 1% | 5% | 3% | -3% | 0% | 0 | 5 | 20% | 6%
Cc1cc(Cl)cc2c(N=Nc3ccccc3C(=O)O)c(O)[nH]c12 | 1% | 7% | -6% | -2% | -3% | -13 | -2 | -12% | 7%
O=C(NCC1CCCO1)c1c[nH]c2ccc(S(=O)(=O)Nc3cccc(C(F)(F)F)c3)cc2c1=O (stereo not given) | 12% | 2% | 12% | / | / | / | -5 | i | /
CCn1c(SC/C=C/c2ccccc2)nnc1-c1cnccn1 | 7% | -6% | ? | 20% | -1% | 3 | 4 | i | -4%
Cc1cccn2c(=O)c(C=O)c(Nc3ccccc3)nc12 | 16% | -14% | -8% | 1% | -9% | 7 | 21 | i | -1%
O=C1COc2ccc(C(=O)COC(=O)CCSc3ccc(Cl)cc3)cc2N1 | -9%[7.66 µM] | -1%[7.66 µM] | 7%[9.22 µM] | 3% | 2% | 11 | 0 | i | 6%
CC12CN(Cc3ccccc3)CC(C)(CN(Cc3ccccc3)C1)C2=NO | 1% | -27% | 14% | -7% | -18% | 0 | 1 | -2%[57.5 µM] | 3%
O=C(CS(=O)(=O)Cc1ccccc1)Nc1ccccn1 | 4% | 2% | -2% | -2% | 1% | 2 | 3 | -16% | 10%
CCC(Sc1ncccc1C(=O)OCCN1CCCC1=O)C(=O)NCc1ccco1 (stereo not given) | 0% | 0% | -18% | -1% | -3% | -23 | 5 | i | 4%
Cc1ccc(N2CCN(C(=O)c3cccs3)CC2)cc1C | -6% | -5% | ? | 1% | 2% | -9 | 2 | -20% | ?
Cc1ccc(Cc2nc3ccccc3nc2SCC(=O)N2CCCc3ccccc32)cc1 | 4% | 1% | 18% | / | / | / | 0 | -2% | /
CCOC(=O)C1CCN(C(=O)CCc2ccc(S(=O)(=O)NCC(C)C)cc2)CC1 | 5% | 0% | 21% | -3% | 3% | 57 | 1 | i | 17%
Cc1nc(N2CCOCC2)c2c(C(=O)N(C)c3ccccc3)c(C)oc2n1 | 2% | 0% | 25% | / | / | / | -11 | -22% | /
COCCNC(=O)c1onc(CSc2ccncc2)c1C(=O)NCCOC | -1% | -5% | -21% | -1% | 2% | 0 | -20 | -13% | 4%
CCc1nc2ccc(C(=O)Nc3ccc(OC)c(OC)c3)cn2c1N(CC)CCOC | 29% | -9% | 27% | 15% | -1% | 10 | 1 | -19% | ?
O=C(Nc1ccccn1)c1ccc(Cl)c([N+](=O)[O-])c1 | 8% | 2% | -21%[9.22 µM] | 3% | -2% | -11 | -6 | -14% | -2%
O=C1N2CCSC2=NC1(Nc1ccccn1)C(F)(F)F (stereo not given) | 6% | -5% | -7% | 1% | 1% | 0 | -11 | -21% | -2%
Cc1c(C(=O)OC2CCCCCC2)[nH]c2c1C(=O)CC(c1ccc(N(C)C)cc1)C2 (stereo not given) | -2% | 2% | 2% | / | / | / | 0 | -45%[inhibitor] | -13%
CCCOc1ccc(N2CC(C(=O)Nc3ccccn3)CC2=O)cc1 (stereo not given) | -2% | -14% | 17% | 3% | 7% | -4 | 1 | i | -9%
COc1cc(C(=O)NCCOc2ccccc2C)c(Br)c(OC)c1OC | -19% | -7% | 4% | 12% | 4% | 10 | 4 | i | 13%
CCOC(=O)N1CCC(N2Cc3cccc(C(=O)Nc4ccc(OCC)cc4)c3C2=O)CC1 | 8% | -13% | 1% | 6% | -4% | 8 | 1 | -22% | ?
O=C(c1ccc(Br)cc1)c1cc([N+](=O)[O-])ccc1N1CCCCC1 | ? | -36% | 3% | 22% | 11% | ? | -6 | i | ?
COc1ccc(Cn2c(C(=O)O)c(CNC3CCCCC3)c3ccc(C)cc32)cc1 | -5% | 4% | 13% | / | / | / | 5 | i | 0%
CC(C)[C@H](NC(=O)N1CCn2c1nc1ccccc12)C(=O)NC1CCCCC1 | ? | -4% | 5% | 3% | -1% | -4 | -2 | 3% | 0%
CC(C)c1ccc(NC(=S)Nc2ccc3cn[nH]c3c2)cc1 | ? | ? | -33%[inhibitor] | 0% | 0% | 8 | 3 | -10% | -4%
O=C(CNc1ccccc1-c1ccccc1)NCc1ccccc1 | ? | 2% | 20µM* | -4% | 6% | 0 | 1 | -34%[inhibitor] | 16µM*

Screening results deposited in PubChem by National Center for Advancing Translational Sciences (NCATS).
